Screening data from PubChem.
D1 potentiator – potentiators of human D1 dopamine receptor. P21728. HEK293 TREx D1 cells, calcium flux, dopamine EC20 potentiation. potentiation, % at 10 µM. actives 0.036% (n = 360,000). AID 504651; in the data active = potentiation above about 30%; note: 0% is about no effect
Target sequence (P21728 whole entry, looked up): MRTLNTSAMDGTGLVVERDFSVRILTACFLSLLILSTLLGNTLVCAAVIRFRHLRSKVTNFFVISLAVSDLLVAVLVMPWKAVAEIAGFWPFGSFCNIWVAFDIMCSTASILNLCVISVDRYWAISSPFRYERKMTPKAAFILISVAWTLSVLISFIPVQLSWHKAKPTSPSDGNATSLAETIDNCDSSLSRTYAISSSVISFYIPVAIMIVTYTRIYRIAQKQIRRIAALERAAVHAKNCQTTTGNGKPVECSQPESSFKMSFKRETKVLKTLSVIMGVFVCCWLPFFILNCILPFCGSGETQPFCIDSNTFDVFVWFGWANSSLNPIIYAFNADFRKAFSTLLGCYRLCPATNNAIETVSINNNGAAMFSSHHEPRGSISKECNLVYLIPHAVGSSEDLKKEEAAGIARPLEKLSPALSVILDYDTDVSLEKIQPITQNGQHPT
D1 antag – antagonists of human D1 dopamine receptor | actives 3.2% (n = 360,000) | activity change, negative = inhibition, % at 10 µM | HEK293 TREx D1 cells, calcium flux, dopamine EC80; hits give low values; in the data active = activity change below about -30%; note: % is set by controls: 0 for no effect and ±100 for the full control effect
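Kinetic fluorescence of a calcium dye serves as the read-out. D1-expressing Hek293 Trex cells, induced overnight at 30 C, are exposed to compound for 180 s before an EC80 dopamine addition, then read 180 s further.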
TRHR enhancer – allosteric enhancers of human TRH receptor | TRHR cells, fluo-8 calcium fluorescence, EC20 TRH enhancement | enhancement, % at 2 µM | actives 0.66% (n = 360,000) | AID 493056; in the data active = enhancement above about 30%; note: 0% is about no effect
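Enhancer read-out: after compound pinning and an initial kinetic agonist-mode read, an EC20 of TRH (10 nM final) was injected and fluo-8 calcium signal (Ex 480/Em 530) followed at 1 s/cycle for 100 cycles in TRHR-expressing cells.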
RXFP1 antag – antagonists of human relaxin receptor RXFP1 | HEK293-RXFP1, relaxin-stimulated cAMP HTRF, 30 min; hits give low values | activity change, negative = inhibition, % at 57.5 µM | actives 0.59% (n = 350,000) | AID 1259400;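 active = activity change of -60% or lower, but not beyond a set lower limit; inconclusive = change between -60% and -40%, or beyond the set limit; inactive = change above -40%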; note: % is set by controls: 0 for no effect and ±100 for the full control effect
D1 ag – human D1 receptor agonism; P21728; HEK293 T-REx D1 cells, calcium flux, agonist mode; activation, % at 2 µM; AID 504660; actives 1% (n = 360,000); note: 0% is about no effect
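Inducible HEK293 T-REx D1 cells, force-coupled to calcium signalling, were plated at 4000 cells/well with tetracycline and held overnight at 30 C. After no-wash calcium dye loading, compound-evoked calcium rise over 180 s flagged agonists.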
D2 antagonist – antagonists of human D2 dopamine receptor | inhibition, % at 10 µM | P14416 | actives 2% (n = 340,000) | HEK293 TREx D2 cells, calcium flux, dopamine EC80; in the data active = inhibition above about 30%; note: 0% is about no effect
Target sequence (P14416 whole entry, looked up): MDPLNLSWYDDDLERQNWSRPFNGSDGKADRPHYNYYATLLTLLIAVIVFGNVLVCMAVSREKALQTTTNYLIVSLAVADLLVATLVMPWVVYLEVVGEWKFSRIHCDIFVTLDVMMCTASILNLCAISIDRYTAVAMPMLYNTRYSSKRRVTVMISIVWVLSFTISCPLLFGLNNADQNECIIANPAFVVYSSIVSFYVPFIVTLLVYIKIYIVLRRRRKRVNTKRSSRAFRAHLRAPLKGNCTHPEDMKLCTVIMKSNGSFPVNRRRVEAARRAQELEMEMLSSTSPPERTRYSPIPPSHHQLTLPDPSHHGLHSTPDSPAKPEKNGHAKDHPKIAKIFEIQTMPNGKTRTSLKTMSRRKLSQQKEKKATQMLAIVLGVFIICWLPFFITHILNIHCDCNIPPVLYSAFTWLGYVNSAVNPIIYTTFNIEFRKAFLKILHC
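Dopamine at EC80 is the agonist stimulus; test compounds precede it by 180 s. Calcium flux read kinetically in a force-coupled, inducible HEK293 T-REx D2 cell line.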
TRHR agonist – agonists of human TRH receptor; P34981; TRHR cells, calcium flux fluo-8, FDSS agonist mode; activation, % at 2 µM; actives 0.18% (n = 360,000); note: 0% is about no effect
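In this calcium-flux screen, cells bearing human TRHR are dye-loaded with fluo-8, baselined for 10 cycles, then exposed to library compounds; positive kinetic calcium responses during the agonist phase mark hits, with TRH as control.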
D2 potentiator – positive allosteric modulators of human D2 dopamine receptor. P14416. HEK293 T-REx D2, calcium flux, EC20 dopamine potentiation. potentiation, % at 10 µM. actives 0.34% (n = 340,000);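 active = potentiation over 3 SD above the plate norm, cut at about 30% in these data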; note: 0% is about no effect
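Potentiation of an EC20 dopamine calcium response measured kinetically over 180 s, after a preceding 180 s compound-only read flagging agonists. Cells: inducible Hek293 Trex D2 line, 4000/well, cultured overnight at 30 C before dye loading.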
D2 ag – D2 dopamine receptor (human) agonism; activation, % at 2 µM; actives 0.53% (n = 340,000); HEK293 T-REx D2 cells, calcium flux agonist mode; P14416; AID 485358;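 active = activation over 3 SD above normal in the single-dose calcium agonist read, cut at about 30% in these data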; note: 0% is about no effect
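Tetracycline-induced HEK293 T-REx cells with force-coupled D2 receptor, plated overnight at 30 C, loaded with no-wash calcium dye. After a 10 s baseline, compound was pin-added and calcium flux read kinetically for 180 s; calcium rises flagged agonists.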
Active calls of the source: *; u = inconclusive; x = not tested or not shown; & = joins results of further samples. Cut-off read from the data, not from the text of the source, unless noted: active = activation above about 30%; inactive = the rest.

1) Cc1oc2c(CN3CCCCC3)c(O)ccc2c(=O)c1-c1ccc(Br)cc1
2) Cc1ccc(OC(=O)c2ccc(N3CCOCC3)c([N+](=O)[O-])c2)cc1
3) CC(NC(=O)c1ccccc1F)c1nnc(SCC(=O)N2CCN(c3ccccc3)CC2)n1C (stereo not drawn)
4) CCCCn1c(N)c(N(CCOC)C(=O)C2CCN(C(=O)c3ccc(F)cc3)CC2)c(=O)[nH]c1=O
5) CSc1ccccc1NC(=S)Nc1cccc(C(F)(F)F)c1
6) CCCN1CCC(=O)N([C@H](CSc2ccc(C)cc2)CC(C)C)CC1
7) Cc1ccnc(NC(=O)c2ccc(Cl)cc2Cl)n1
8) Cc1[nH]c(=O)[nH]c1C(=O)CCCCC(=O)OCC(=O)Nc1ccccn1
Assay by compound	1	2	3	4	5	6	7	8
D1 potentiator	-1	-6	-5	-2	-2	-2	3	1
D1 antag	-1	-12	-5	7	4	-12	10	-3
TRHR enhancer	0	-15	12	-1	4	-18	0	5
RXFP1 antag	-18	-11	-1	6	0	x	x	2
D1 ag	0	5	0	1	3	1	3	2
D2 antagonist	-19	1	-13	-4	2	2	5	-4
TRHR agonist	-1.2	0.6	-0.7	0.3	-0.1	-0.6	-0.5	0.3
D2 potentiator	0	13	3	-1	2	2	7	1
D2 ag	-0.5	0.1	-1.5	0.6	0.7	-0.8	-2.0	0.7

9) CC1CC(C)CN(CCCNC(=O)c2ccc3c(c2)NC(=O)C(N2CCCCC2)S3)C1 (stereo not drawn)
10) Cc1c(C(=O)N2CCN(c3ccc(F)cc3)CC2)sc2nc3n(c(=O)c12)CCC3
11) Cc1nnc(SCC(=O)NCc2ccccc2)[nH]c1=O
12) Cc1ccsc1/C=N\NC(=O)c1ccc2c(c1)OCO2
13) N#CCc1nc(CSc2nc3ccccc3o2)cs1
14) Cc1c(NC(=O)c2ccccc2)cccc1[N+](=O)[O-]
15) Cc1cc(N2CCN(Cc3nc(-c4ccc(Cl)cc4)oc3C)CC2)cc(C)n1
16) O=C(NNc1ncccc1-n1cccc1)c1ccc(Cl)cc1
Assay by compound	9	10	11	12	13	14	15	16
D1 potentiator	4	1&-3	1	-2	-3	-4	-10	-2
D1 antag	2	-9&-4	3	-13	-14	2	-13	4
TRHR enhancer	0	3&1	-4	-3	-4	3	0	2
RXFP1 antag	-9	19&-15	9	1	14	-2	-26	6
D1 ag	0	-1&2	-2	2	7	1	8	1
D2 antagonist	88*	8	0	x	0	x	12	-31
TRHR agonist	0.0	0.2&-0.2	0.6	-0.4	-0.4	0.2	-0.1	-0.8
D2 potentiator	-29	1&0	-2	-17	5	7	3	5
D2 ag	0.9	0.0&1.3	-0.3	x	0.0	x	0.0	-0.5

17) CCN1CCOC(=O)C1CC(=O)Nc1ccc(C)c(Cl)c1 (stereo not drawn)
18) Cc1ccc2c(=O)cc(C(=O)Nc3ccc(S(=O)(=O)N4CCCCC4C)cc3)oc2c1C (stereo not drawn)
19) CCOc1ccc(N(CC(=O)NCCc2ccccc2)S(=O)(=O)c2ccccc2)cc1
20) COc1ccccc1C(=O)Nc1c2c(nn1-c1cccc(C)c1C)CS(=O)(=O)C2
21) COc1cccc2c1OCC(C(=O)O)C2 (stereo not drawn)
22) O=C1c2ccccc2NC(c2cccnc2)N1c1ccccc1F (stereo not drawn)
23) CC(C)(C)n1nnnc1C(c1cccnc1)N1CCN(C2CCCCC2)CC1 (stereo not drawn)
24) CCN(CC)S(=O)(=O)c1ccc(OC)c(NC(=S)Nc2cc(C)ccc2C)c1
Assay by compound	17	18	19	20	21	22	23	24
D1 potentiator	-4	1	x	0	-7	7	1	-6
D1 antag	0	-5	-1	0	-6	3	7	-16
TRHR enhancer	-1	-5	14	-1	-9	-2	3	0
RXFP1 antag	x	-7	2	-10	-7	x	-16	x
D1 ag	-1	0	7	2	0	0	4	2
D2 antagonist	x	x	5	2	3	-5	-22	2
TRHR agonist	1.1	-0.2	-1.2	0.0	-1.4	0.5	1.0	-0.7
D2 potentiator	3	18	-1	-5	17	2	18	-8
D2 ag	-0.3	0.4	-0.5	-0.3	-0.8	-1.0	0.0	-0.3

25) CCCN(Cc1ccc(N(C)C)cc1)CC1CC1
26) Cc1cc(NC(=O)CCC(=O)N(Cc2ccco2)C(C(=O)NC2CCCC2)c2ccccc2)no1 (stereo not drawn)
27) COc1ccc(NC(=O)O/N=C/c2ccc(Br)cc2)cc1
28) O=C(NC1(C(=O)NC2CCCCC2)CCCCC1)c1ccccn1
29) O=C(CC1Nc2ccccc2NC1=O)Nc1ccccc1NC(=O)CC1Nc2ccccc2NC1=O (stereo not drawn)
30) O=C(CSc1nnc(-c2ccncc2)o1)N1CCCCCC1
31) COC(=O)c1ccc(/C=C/c2nc3ccccc3c(=O)[nH]2)cc1
32) Cc1ccc(SCc2nc3ncccn3c2Br)cc1
Assay by compound	25	26	27	28	29	30	31	32
D1 potentiator	2	-3	3	3	0	3	4	-1
D1 antag	4	-3	-5	-12	7	-20	-12	4
TRHR enhancer	9	0	-2	-4	-5	4	-6	3
RXFP1 antag	-8	-5	-12	-2	x	11	-30	10
D1 ag	1	2	0	2	5	0	0	1
D2 antagonist	-2	-3	-2	-8	4	4	-1	2
TRHR agonist	0.2	-0.9	-1.1	0.2	-0.6	0.4	38*	0.0
D2 potentiator	5	x	11	-3	4	3	-9	12
D2 ag	0.2	2.9	-1.2	0.0	0.8	0.6	1.0	-0.1

33) CC(=O)COc1cccc2ccc(/C=C/c3ccc(Br)s3)nc12
34) Oc1ccc(-c2nc3ncccn3c2Nc2ccc3c(c2)OCO3)cc1
35) COC(=O)CCC(NC(=O)c1cc(C)oc1C)C(=O)OC (stereo not drawn)
36) COc1ccc(OC)c(C(=O)c2ccc(C(=O)N3CCCCC3)cc2)c1
37) CCOC(=O)c1c(C)oc2nc(C)nc(NCc3ccc(Cl)cc3)c12
38) CCOc1ccc(-n2nc3c(SCCN4CCCC4)nnc(C)c3c2C)cc1
39) CCC(C)NC(=O)c1ccccc1NC(=O)CN1C(=O)c2ccccc2S1(=O)=O (stereo not drawn)
40) CSCC[C@H](NC(=O)c1ccc(Cl)c([N+](=O)[O-])c1)c1nc2ccccc2[nH]1
Assay by compound	33	34	35	36	37	38	39	40
D1 potentiator	0	-2	-1	-4	-5	2	0	-6
D1 antag	10	14	2	-25	-4	3	35	-29
TRHR enhancer	-5	7	0	-6	8	-9	4	4
RXFP1 antag	-5	8	-5	10	-8	2	x	x
D1 ag	1	-2	-1	6	3	-1	26	6
D2 antagonist	7	16	x	-14	x	-10	17	x
TRHR agonist	1.1	-0.7	0.6	0.2	1.6	-0.4	-0.3	-0.6
D2 potentiator	-5	2	x	12	0	14	4	x
D2 ag	2.9	-0.5	x	0.8	-1.1	-1.4	-0.9	x

41) COc1ccc(-c2nc(C(=O)NCCCN3CCOCC3)cc3c2[nH]c2ccccc23)cc1OC
42) CCc1ccc(NC(=S)N2CCC(NC(=O)C3CCCCC3)CC2)cc1
43) S=c1[nH]nc(COc2ccccc2)n1/N=C/c1ccc(Br)s1
44) CCC(=O)N1CCCc2cc(S(=O)(=O)N3CCC(C(=O)Nc4ccc(C#N)cc4)CC3)ccc21
45) CC(=O)Oc1cccc(/C=N\NC(=O)C(=O)N/N=C/c2cccc(OC(C)=O)c2)c1
46) O=C(NC1CCCc2ccccc21)C1CCCN(S(=O)(=O)c2cnc[nH]2)C1 (stereo not drawn)
47) CCCN1CCC(N2CCN(c3cccc(C(F)(F)F)c3)CC2)CC1
48) COc1ccccc1NS(=O)(=O)c1ccc(C(=O)Nc2ncccc2O)cc1
Assay by compound	41	42	43	44	45	46	47	48
D1 potentiator	2	x	-1	-7	-2	x	-6	x
D1 antag	-8	-2	-12	-59*	-6	3	-20	-11
TRHR enhancer	3	6	-1	4	3	-3	3	0
RXFP1 antag	x	-5	2	-9	3	x	-4	-2
D1 ag	1	3	1	0	0	5	10	6
D2 antagonist	-6	21	-8	x	2	-4	14	10
TRHR agonist	-0.7	0.3	-1.1	0.1	0.6	0.0	3.0	-0.3
D2 potentiator	4	-4	-19	-1	-6	27	-23	6
D2 ag	-1.7	-1.1	0.8	0.6	0.5	-1.3	0.6	-0.5

49) CCN(CC(=O)NCc1ccc(F)cc1)C(=O)/C=C/c1ccc(OC)cc1
50) CCOc1ccccc1C(=O)Nc1cccc(-c2ccc(N3CCOCC3)nn2)c1
51) CCN(CC)S(=O)(=O)c1ccc(C(=O)NCc2n[nH]c(=S)n2-c2ccccc2OC)cc1
52) CC(C)(C)c1ccc(C(=O)NCC(=O)OCCN2C(=O)c3ccccc3C2=O)cc1
53) COc1cccc(NC(=O)N2CCC(NC(=O)C3CCCCC3)CC2)c1
54) CCOc1cc(/C=N/NC(=O)CN2CCCCC2)ccc1OCc1ccccc1
55) CN1CC[n+]2c(CN3C(=O)c4ccccc4C3=O)csc21
56) O=C(CCOc1ccccc1)N1CCN(S(=O)(=O)c2ccccc2F)CC1
Assay by compound	49	50	51	52	53	54	55	56
D1 potentiator	-3	0	-3	-4	-8	1	3	4
D1 antag	2	22	8	-4	-8	-7	1	-10
TRHR enhancer	14	6	0	-1	11	-1	1	0
RXFP1 antag	8	-5	-6	u	12	-12	1	-6
D1 ag	-1	0	1	1	1	6	1	3
D2 antagonist	-9	5	13	9	0	5	45*	x
TRHR agonist	0.3	-0.6	0.5	-1.5	0.8	0.5	0.1	1.1
D2 potentiator	2	-7	-1	0	-5	-3	3	-13
D2 ag	0.5	0.1	0.1	1.6	0.3	1.1	0.5	x

Compounds 51–56, quoted:
51) CCN(CC)S(=O)(=O)c1ccc(C(=O)NCc2n[nH]c(=S)n2-c2ccccc2OC)cc1
52) CC(C)(C)c1ccc(C(=O)NCC(=O)OCCN2C(=O)c3ccccc3C2=O)cc1
53) COc1cccc(NC(=O)N2CCC(NC(=O)C3CCCCC3)CC2)c1
54) CCOc1cc(/C=N/NC(=O)CN2CCCCC2)ccc1OCc1ccccc1
55) CN1CC[n+]2c(CN3C(=O)c4ccccc4C3=O)csc21
56) O=C(CCOc1ccccc1)N1CCN(S(=O)(=O)c2ccccc2F)CC1
Assay by compound	51	52	53	54	55	56
D1 potentiator	-3	-4	-8	1	3	4
D1 antag	8	-4	-8	-7	1	-10
TRHR enhancer	0	-1	11	-1	1	0
RXFP1 antag	-6	u	12	-12	1	-6
D1 ag	1	1	1	6	1	3
D2 antagonist	13	9	0	5	45*	x
TRHR agonist	0.5	-1.5	0.8	0.5	0.1	1.1
D2 potentiator	-1	0	-5	-3	3	-13
D2 ag	0.1	1.6	0.3	1.1	0.5	x
